Screens from PubChem BioAssay.
Cneo AK release = causes C. neoformans cell lysis; hit rate 0.2% among 360,000; lysis activity, % at 15 µM; adenylate kinase release luminescence, 4 h; normalised: neutral wells 0, clomiphene wells 100; AID 651654;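 active means mean lysis activity across replicates of at least 80%, whatever share of replicates individually reach that level; inactive means mean lysis activity below 80%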
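Assay system: log-phase C. neoformans yeast / Quantity: yeast cell density of 5 × 10^6 cells/mL / Medium: fresh YPD growth medium / Compound: single dose / Timing: static 4 h at 37 °C with compound, 1 h detection / Measured by: adenylate kinase release luminescence / Read-out: lysis from increased AK signal / Benchmarks: Clomiphene as positive lysis control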
INS-1E GSIS act = GLuc luminescence reporter in INS-1E cells, primary screen for activators of glucose-dependent secretion of insulin; activation, % at 16.6 µM; INS-1E GLuc reporter insulin secretion, 2-3 h; AID 743287; hit rate 0.61% among 370,000;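 active means lowest replicate activation of at least 40%, so every replicate reaches that level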;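 further: 0% = median of neutral control wells and 100% = median of IBMX positive control wells; some compounds called inactive have numbers as strong as hits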
PGC1a acetyl inh = PGC1a acetylation modulation, inhibitor mode; U2OS PGC1a acetylation, AlphaScreen anti-acetyl-lysine; with virally co-expressed GCN5 acetyltransferase; inhibition, % at 15.6 µM; hit rate 0.17% among 350,000;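 active means every replicate shows inhibition of at least 40%; inconclusive means mean inhibition at least 40% but some replicate below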;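 further: 0% = neutral control wells and 100% = positive control wells; some results beyond the cut were filed as inactive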
C2C12 statin = protects C2C12 myotubes from simvastatin toxicity; ATP luminescence, 48 h; scaled: DMSO 0, geranylgeraniol control 100; rescue of ATP level, % at 7.49 µM; hit rate 0.78% among 330,000;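 active means mean ATP rescue above about 67%, or every replicate alone reaching that limit, limit read from the data, passing the limit was not always enough; inconclusive means no clear call, values can overlap the other calls; inactive means mean under the limit and some replicate under it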;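 further: myotubes were challenged with 10 µM simvastatin during compound exposure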
LGR2 inh = inhibitors of bursicon-induced Drosophila LGR2 receptor cAMP signaling; AID 720647; inhibition, % at 9.99 µM; HEK293 LGR2, CRE-luciferase, bursicon-stimulated, 4 h; hit rate 0.35% among 380,000;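 active means drop in luminescence signal, shown as inhibition above about 50% in the replicate tests, limit read from the data, passing the limit was not always enough; inconclusive means probably only some replicates passing the limit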;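 further: agonist challenge used bursicon conditioned medium at about half maximal strength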
PglD DTNB = blocks C. jejuni PglD acetyltransferase activity. hit rate 0.098% among 360,000. purified PglD enzyme, DTNB colorimetric CoA detection. inhibition, % at 12.5 µM. AID 602405; in the data active means inhibition above about 16%, passing the limit was not always enough; inconclusive means no clear call, values can overlap the other calls; further: strong numbers were not always called active
PAX8 inh HTS = inhibitors of PAX8 transcriptional activity in RMG-I cells | RMG-I TPO-luciferase reporter, SteadyGlo, 24 h | inhibition, % at 12.6 µM | hit rate 1.2% among 360,000 | AID 652154;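 active means mean replicate inhibition at least 60% with every replicate also reaching 60%; inconclusive means only one of the two criteria is met; inactive means mean below 60% and not all replicates reaching 60%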;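 further: luciferase light reporting Pax8 driven TPO promoter activity; plate controls were median of neutral control wells for no effect and mitoxantrone controls for full effect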
ARNT-TACC3 inh = ARNT/TACC3 interaction disruption; Q9Y6A5; AlphaScreen His-ARNT PAS-B/GST-TACC3 binding, luminescence; TACC3 fragment carries E629A point mutation; inhibition, % at 9.99 µM; hit rate 0.66% among 390,000;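 active means mean inhibition of replicates at least 50% and at least half of replicates each reaching 50%; inconclusive means half or more replicates reach 50% but mean below 50%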;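 further: 0% = complete ARNT plus TACC3 wells and 100% = ARNT alone without TACC3; many hits fall short of the cut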
Numbers without * were called inactive; ? = inconclusive; . = not tested or not shown; & = joins results of further samples.

Results follow in this order: Cneo AK release	INS-1E GSIS act	PGC1a acetyl inh	C2C12 statin	LGR2 inh	PglD DTNB	PAX8 inh HTS	ARNT-TACC3 inh
[1] Cc1ccc(CNC(=O)C(=O)NCC2OCCN2S(=O)(=O)c2ccc(Cl)cc2)cc1 (stereo not given)
→ 0.2	3.8	-8.6	.	5.3	0.7	20.5	-2.9
[2] Cc1nc2nc(SCC(=O)c3cccc([N+](=O)[O-])c3)[nH]c2cc1Br
→ .	8.8	0.5	.	-18.6	3.3	-7.2	1.6
[3] CN(C)C(=O)c1ccc(-c2ccc([C@H]3[C@@H](C#N)N(C(=O)Cc4ccccn4)[C@H]3CO)cc2)cc1
→ -1.1	-6.3	-2.6	-12.6	-3.8	0.2	2.9	-11.4
[4] CCOc1ccc(NC(=O)CN(C)C(=O)c2cc(S(=O)(=O)N3CCCCC3)ccc2Cl)cc1OCC
→ -0.6	-10.3	2.8	-2.5	1.7	-4.5	2.4	-4.6
[5] CCN(CC)S(=O)(=O)c1ccc(N2CCc3cc(OC)c(OC)cc3C2)nc1
→ -2.7	4.9	.	-4.0	-3.6	-2.3	-30.3	2.3
[6] CCCNC(=O)N1CC[C@@H]2[C@@H](CO)N(C)c3ccc(-c4ccccc4)cc3[C@@H]21
→ 3.4	-12.6	-2.7	50.3	9.4	2.2	3.9	-0.6
[7] O=C(N[C@@H]1CC[C@H](CCNS(=O)(=O)c2ccc(F)cc2)O[C@H]1CO)C1CCOCC1
→ -0.8	6.3	6.9	-3.5	9.8	2.0	0.4	7.4
[8] COC(=O)c1c(C)[nH]c(C)c1-c1cccc([N+](=O)[O-])c1
→ .	17.7	.	.	-15.3	.	11.0	5.5
[9] Cc1cccc2c1nc(-c1ccccc1)n1cnnc21
→ -0.1	7.7	-5.0	3.1	.	0.6	3.8	-3.4
[10] CCCNC(=O)N[C@@H]1C=C[C@@H](CC(=O)NCCc2ccccc2)O[C@H]1CO
→ -21.4	5.4	-0.8	6.5	-10.3	1.8	0.5	-6.5
[11] CO[C@H]1CN(C)C(=O)c2ccc(NC(=O)c3cnccn3)cc2OC[C@@H](C)N(C(=O)C2CC2)C[C@@H]1C
→ -7.1	12.1	1.5	-1.0	9.7	-1.1	9.1	3.9
[12] O=C(Cn1nnc2ccccc21)OCC(=O)c1ccccc1
→ -1.7	.	-12.4	5.9	.	4.9	.	-8.1
[13] COc1cc(/C=N/Nc2cccc(C)c2)ccc1OC(=O)c1ccco1
→ .	5.2	.	.	3.0	.	5.5	-8.6
[14] O=C(O)CCC(=O)Nc1nnc(C(F)(F)F)s1
→ -1.0	.	1.5	114.8*	.	-0.4	.	-15.1
[15] CCC(C(=O)N1CCOCC1)n1nc(C)c2sc3ccccc3c2c1=O (stereo not given)
→ 0.4	20.1	-8.6	1.9	4.7	-7.3	-7.8	-11.0
[16] C[C@@H]1CN([C@@H](C)CO)C(=O)Cc2cc(NC(=O)Nc3ccc(F)cc3)ccc2O[C@H]1CN(C)S(=O)(=O)c1cn(C)cn1
→ .	-6.0	2.4	0.5	-12.3	.	-1.7	.
[17] O=C(N[C@H]1CC[C@H](CCNC(=O)C2CCCCC2)O[C@@H]1CO)c1ccncc1
→ -3.2	9.7	11.2	-8.7	-6.2	1.8	-4.0	-8.9
[18] COc1ccc2nc(-c3ccccn3)ccc2c1
→ -3.5	5.4	6.9	-9.2	?	-2.4	-20.9	.
[19] Cc1ccccc1NC(=O)C(C)Sc1nnc(-c2ccncc2)n1CC1CCCO1 (stereo not given)
→ -1.3	6.0	1.2	3.7	-4.1	.	-2.6	-17.3
[20] COc1nc(OCCNS(=O)(=O)c2ccc(C)cc2)nc(N(C)C)n1
→ 2.6	18.7	?	-2.2	15.5	3.5	9.2	-3.6

Additional compounds follow:
Results follow in this order: Cneo AK release	INS-1E GSIS act	PGC1a acetyl inh	C2C12 statin	LGR2 inh	PglD DTNB	PAX8 inh HTS	ARNT-TACC3 inh
[21] O=C(CNS(=O)(=O)c1ccccc1)NCc1cccnc1
→ -0.5	-2.6	-4.6	2.7	10.1	6.0	-6.1	-5.8
[22] CC(=O)Nc1ccc(S(=O)(=O)Nc2ccc(S(=O)(=O)Nc3nc(C)cc(C)n3)cc2)cc1
→ 3.5	1.2	10.9	-3.9	2.7	0.1	27.6	0.6
[23] COC(=O)c1cc(-c2ccc(Br)cc2)on1
→ 2.4	-35.1	.	3.6	-8.5	0.1	-9.1	-7.6
[24] CC=Cc1ccc2n(c1=O)C[C@H]1[C@H](CO)[C@@H](C(=O)NCCC)[C@@H]2N1Cc1cccnc1 (mixture of isomers)
→ 0.4	10.2	25.6	4.6	-5.1	2.0	-3.2	6.0
[25] COc1ccc(NC(=O)N(C)C[C@@H]2OCCCC[C@@H](C)Oc3ccc(NC(=O)C4CCCCC4)cc3C(=O)N([C@@H](C)CO)C[C@@H]2C)cc1
→ 0.3	-11.9	0.6	.	-2.0	-1.5	.	-1.4
[26] C/C=C(\C)c1nnc(NC(=O)C(C)C)s1
→ -1.3	.	-0.9	-1.2	.	-5.1	.	0.2
[27] C[C@H]1CN([C@@H](C)CO)C(=O)Cc2cc(NS(=O)(=O)c3ccc(Cl)cc3)ccc2O[C@H]1CN(C)Cc1ccc2c(c1)OCO2
→ 57.2	-24.7	-5.3	1.9	10.8	4.2	-20.3	-3.4
[28] COc1ccc(C(=O)Nc2oc(-c3ccccc3)c(-c3ccccc3)c2C#N)cc1OC
→ -2.6	.	-17.6	5.9	.	-0.6	.	-6.3
[29] COc1ccc(S(=O)(=O)Nc2ccc3c(c2)C(=O)N([C@H](C)CO)C[C@H](C)[C@H](CN(C)S(=O)(=O)c2ccc(Cl)cc2)O3)cc1
→ -2.4	-10.6	-1.2	-21.0	-5.1	0.5	-6.2	16.3
[30] COc1cccc(C(C)(O)c2nc(-c3ccc(Cl)cc3)cs2)c1 (stereo not given)
→ -3.0	-26.9	-3.4	-12.7	-0.1	-3.1	8.2	.
[31] O=C([C@H]1[C@H](CO)[C@H]2Cn3c(ccc(-c4ccncc4)c3=O)[C@H]2N1Cc1cocn1)N1CCCCC1
→ 2.3	12.3	.	-17.3	-2.1	-0.3	-8.0	2.6
[32] COc1cccc(NC(=O)N[C@@H]2CC[C@@H](CC(=O)NCc3ccccn3)O[C@H]2CO)c1
→ 4.2	-1.1	2.4	11.4	-9.9	0.3	-2.5	.
[33] CCCCCC(=O)NN=C1CCN(Cc2ccccc2)CC1
→ -0.8	.	1.5	.	8.3	-0.9	31.6	-2.2
[34] Cc1cc(C(F)(F)F)c(C#N)c(N2CCOCC2)n1
→ -0.6	.	-14.1	2.0	.	-0.9	.	-10.3
[35] O=C(COC(=O)C1CCN(S(=O)(=O)c2cccc3cccnc23)CC1)c1ccc([N+](=O)[O-])cc1
→ .	9.6	-1.7	.	2.8	.	.	-1.6
[36] COc1cc(C2CC(=O)N3CN(Cc4ccco4)CSC3=C2C#N)ccc1OCc1ccccc1 (stereo not given)
→ 2.0	-15.5	.	7.6	7.6	-0.9	12.0	-1.6
[37] CC(=O)Nc1ccc(S(=O)(=O)N(c2cccnc2)S(=O)(=O)c2ccc(NC(C)=O)cc2)cc1
→ 2.3	.	.	-4.9	.	-0.6	26.9	-2.0
[38] CC1CCC(NC(=O)CSc2ccc(S(=O)(=O)N(C)C)cn2)CC1 (stereo not given)
→ -0.1	-3.1	0.9	-21.9	-11.4	-1.2	-0.4	-2.8
[39] Cc1ccc(C(=O)N/N=C/c2cccc3ccccc23)cn1
→ -3.9	1.8	10.3	.	-50.7	-0.8	-37.4	.
[40] Cc1ccc(C(=O)N(CN2CCCC2=O)c2ccc(F)cc2)cc1C
→ 1.5	.	6.5	-10.0	.	1.6	.	-0.4

The list goes on, overlapping the part above by 2 compounds.
Results follow in this order: Cneo AK release	INS-1E GSIS act	PGC1a acetyl inh	C2C12 statin	LGR2 inh	PglD DTNB	PAX8 inh HTS	ARNT-TACC3 inh
[39] Cc1ccc(C(=O)N/N=C/c2cccc3ccccc23)cn1
→ -3.9	1.8	10.3	.	-50.7	-0.8	-37.4	.
[40] Cc1ccc(C(=O)N(CN2CCCC2=O)c2ccc(F)cc2)cc1C
→ 1.5	.	6.5	-10.0	.	1.6	.	-0.4
[41] COc1ccccc1C1CCN(C(=O)c2cccs2)CC1
→ 1.6	5.4	-6.1	.	17.2	3.9	5.4	-18.7
[42] Oc1c(C(Nc2nc3ccccc3s2)c2ccco2)ccc2cccnc12 (stereo not given)
→ 2.9	.	-5.5	?	.	-4.5	.	14.4
[43] O=C(NCCCn1ccnc1)c1ccccc1Br
→ 2.3	-1.7	.	-8.2	16.9	-1.5	1.1	3.6
[44] CNC[C@H]1OCCCC[C@@H](C)Oc2ccc(NC(=O)Nc3ccccc3)cc2C(=O)N([C@@H](C)CO)C[C@@H]1C
→ 3.1	18.6	0.2	0.2	-16.3	-1.0	-22.2	-3.3
[45] COC(=O)CCCC(=O)OC
→ -0.6	6.4	-22.1	-9.5	14.1	12.2	.	.
[46] Cc1ccc(Cl)cc1NC(=O)COC(=O)C12CC3CC(CC(C3)C1)C2
→ 21.7&-1.8	.	5.1&10.8	3.0&-2.8	.	-7.0&-7.0	-13.3	-20.8&-15.6
[47] O=C(CN1CCCCCC1)N1c2ccccc2Sc2ccccc21
→ .	4.8	.	.	1.7	.	-4.1	3.0
[48] COc1ccc(S(=O)(=O)N2CCCCC2)cc1NC(=O)c1c(F)cccc1Cl
→ -0.6	-28.0	-5.0	-5.9	8.8	1.8	.	0.4
[49] C[C@H](CO)N1C[C@H](C)[C@H](CN(C)CC2CC2)Oc2cc(C#CC3CC3)ccc2S1(=O)=O
→ -5.1	-3.1	-29.0	8.0	-14.8	0.4	.	1.8
[50] CCC(=O)Nc1ccc2c(c1)C(=O)N(C)C[C@@H](OC)[C@@H](C)CN(C(=O)c1ccc(F)cc1)[C@H](C)CO2
→ -2.8	3.8	0.6	-12.7	15.7	-0.9	.	1.3
[51] COc1ccc(NS(=O)(=O)c2ccc(-c3n[nH]c(=S)n3Cc3ccccc3)cc2)cc1
→ -7.1	-6.1	2.5	33.8	2.8	0.1	-4.1	5.2
[52] COc1ccc(C)cc1N(CC(N)=O)S(=O)(=O)c1ccc(C)cc1
→ 2.3	.	-14.2	7.4	.	1.8	.	20.5
[53] C[C@H]1CN([C@@H](C)CO)C(=O)c2cc(NC(=O)CCN3CCOCC3)ccc2O[C@H]1CN(C)Cc1ccc(C(F)(F)F)cc1
→ -5.7	-0.4	1.2	-6.1	5.9	-7.1	-8.8	6.2
[54] CCSc1nc(N)nc2c1ncn2C1OC(CO)C(O)C1O (stereo not given)
→ 1.4	.	6.0	-9.2	.	-0.4	4.8	6.9
[55] O=C1Nc2cc3c(cc2C1=O)sc1ccccc13
→ -0.2	.	0.6	.	.	-7.6	14.8	.
